Source: PubChem BioAssay
KCNK3 block: human KCNK3 channel inhibition, primary screen; 340,000 compounds, 0.84% hits; O14649; B-score at 10 µM; CHO-KCNK3 thallium flux, FluxOR fluorescence; hits give low values;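 active means B-score under library mean minus 4 SD, starting fluorescence ratio at most library mean plus 5 SD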;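 further: more negative B-score means stronger inhibition of thallium flux through KCNK3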
TRPC4 PAM: allosteric potentiators of mouse TRPC4 channel; B-score at 10 µM; HEK293 TRPC4beta/mu-opioid, DAMGO EC20, Fluo-4 Ca2+ flux; hits give high values; 310,000 compounds, 0.42% hits; AID 2227; Q9QUQ5;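 active means B-score of calcium response area above 5 SD of library B-scores, with initial fluorescence ratio within 5 SD of library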;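 further: B-score of integrated fluorescence ratio over time as area under calcium response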
TRPC4 agonist: activators of mouse TRPC4 channel. 310,000 compounds, 0.49% hits. B-score at 10 µM. AID 2237. HEK293 TRPC4beta/mu-opioid, Fluo4 calcium fluorescence; hits give high values;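 active means B-score above 5 SD of library B-scores, and initial fluorescence ratio not above library mean plus 5 SD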;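 further: positive B-score marks a calcium rise read as TRPC4 activation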
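System – HEK293 cells stably co-expressing mouse TRPC4beta and mu-opioid receptor · Signal – Fluo4 calcium-sensitive dye fluorescence, kinetic, 1 Hz baseline · Benchmarks – buffer (low) and maximal DAMGO (high) · Read-out – B score of integrated fluorescence ratio per well · Incubation – dye loading 45 min room temperature, 110 s kinetic read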
hERG rescue: compounds protecting human hERG from proarrhythmic drug block | Q12809 | 310,000 compounds, 0.51% hits | activation (rescue from dofetilide block), less the hit threshold, % at 10 µM | CHO-hERG, FluxOR thallium flux, dofetilide IC70 present;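 active means activation above the mean of controls blocked by dofetilide plus 5 SD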;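 further: thallium influx through hERG after potassium depolarization seen as dye fluorescence rise; in these data hits start at about 4.7%; inactives centre near -7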
Target sequence (Q12809 whole entry, looked up): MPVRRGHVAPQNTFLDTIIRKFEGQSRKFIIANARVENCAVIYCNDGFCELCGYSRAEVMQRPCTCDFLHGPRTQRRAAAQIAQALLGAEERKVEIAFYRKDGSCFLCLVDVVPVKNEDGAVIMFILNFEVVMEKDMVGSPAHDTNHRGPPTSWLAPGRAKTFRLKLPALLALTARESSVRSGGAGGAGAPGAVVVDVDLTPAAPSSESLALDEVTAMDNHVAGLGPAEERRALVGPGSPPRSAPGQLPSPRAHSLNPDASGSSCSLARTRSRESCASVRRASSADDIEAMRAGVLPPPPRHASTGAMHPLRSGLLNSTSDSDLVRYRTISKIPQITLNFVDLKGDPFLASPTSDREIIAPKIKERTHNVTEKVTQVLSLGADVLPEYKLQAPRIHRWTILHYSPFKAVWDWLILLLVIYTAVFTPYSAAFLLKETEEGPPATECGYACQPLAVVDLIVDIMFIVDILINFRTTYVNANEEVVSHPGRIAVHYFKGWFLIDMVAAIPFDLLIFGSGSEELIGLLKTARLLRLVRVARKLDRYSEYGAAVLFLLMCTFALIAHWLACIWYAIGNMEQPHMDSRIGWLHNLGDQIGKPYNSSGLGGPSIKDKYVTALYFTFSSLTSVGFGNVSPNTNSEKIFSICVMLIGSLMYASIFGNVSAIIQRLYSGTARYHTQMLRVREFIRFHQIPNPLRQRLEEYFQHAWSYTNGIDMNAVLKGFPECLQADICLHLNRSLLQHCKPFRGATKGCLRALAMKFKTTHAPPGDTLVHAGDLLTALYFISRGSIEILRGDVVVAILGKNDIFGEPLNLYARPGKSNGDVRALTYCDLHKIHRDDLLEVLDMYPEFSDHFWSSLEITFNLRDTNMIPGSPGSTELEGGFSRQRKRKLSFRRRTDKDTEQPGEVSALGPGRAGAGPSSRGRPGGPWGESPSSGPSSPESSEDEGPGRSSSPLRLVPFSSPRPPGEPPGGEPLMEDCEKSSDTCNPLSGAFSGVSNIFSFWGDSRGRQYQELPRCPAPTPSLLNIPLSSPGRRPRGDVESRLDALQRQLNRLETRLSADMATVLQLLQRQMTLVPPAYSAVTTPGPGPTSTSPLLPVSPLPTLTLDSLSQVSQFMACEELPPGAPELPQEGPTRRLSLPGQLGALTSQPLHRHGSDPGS
Platelet DG rel: platelet dense granule release activity | human platelet-rich plasma, SFLLRN dense granule ATP release, luminescence | AID 1663 | 300,000 compounds, 0.22% hits | inhibition, %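 (compounds screened at 7.5 µM in platelet-rich plasma)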;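 active means mean replicate score, as percent of positive control, at or above 50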
TRPC4 block: blocks the mouse TRPC4 cation channel | B-score at 10 µM | Q9QUQ5 | AID 2247 | 300,000 compounds, 0.39% hits | HEK293 TRPC4beta/mu-opioid, DAMGO-evoked Fluo4 calcium flux; hits give low values;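 active means B-score over 3 SD under the library average, no early fluorescence shift, positive overall ratio signal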
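Assay system: Stable TRPC4beta/mu-opioid receptor HEK293 cells | Reagent: DAMGO in two steps, submaximal then maximal | Compound dosing: Single concentration per test compound | Signal: Fluo4 Ca2+ flux fluorescence | Evaluation: Per-well B score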
KCNK9 block: blocks the human KCNK9 two-pore domain potassium channel | AID 488922 | HEK293 KCNK9, FluxOR thallium flux fluorescence; hits give low values | 310,000 compounds, 1.2% hits | Q9NPC2 | B-score at 10 µM;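 active means ratio B-score over 3 SD below the library mean, with starting fluorescence within 5 SD of its mean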;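 further: negative B-score means less thallium flux so channel inhibition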
KCNQ1 act: human KCNQ1 channel potentiation or activation; AID 2648; CHO-K1 KCNQ1, thallium flux FluxOR fluorescence; hits give high values; 310,000 compounds, 0.35% hits; B-score at 10 µM;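 active means fluorescence ratio B-score, a plate-corrected score, at least three library SD, with initial intensity B-score within 5 SD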
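assay system = CHO-K1 cells stably expressing KCNQ1 | medium = assay buffer, equal DMSO in all wells | timing = 37 °C overnight plating, 90-min dark dye load, 20-min compound pretreatment | measured by = kinetic FluxOR thallium fluorescence, 10-s 1-Hz baseline, 110-s post-stimulus read | measure = fluorescence change relative to baseline, converted to B score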
KCNQ1 inh: human KCNQ1 channel inhibition; CHO-K1 KCNQ1, FluxOR thallium flux fluorescence; hits give high values; B-score at 10 µM; 310,000 compounds, 1.3% hits; AID 2642;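 active means compounds whose thallium flux B-score, printed positive for inhibition, exceeds three library SD while starting fluorescence stays within three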;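 further: channel opened by potassium depolarization with thallium stimulus after 20 min compound exposure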
Dyrk1A ADPGlo: Dyrk1A (rat) kinase inhibition | Q63470 | ADP-Glo luminescence, NFATc1 peptide | inhibition, % at 12.5 µM | 310,000 compounds, 0.43% hits | AID 504441; in the data active means inhibition above about 50%;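 further: plate controls were vehicle with enzyme for no effect and no enzyme for full effect; many of its hits are not listed in these tables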
PolyA inh: blocks polyadenylation in yeast reporter cells | 300,000 compounds, 0.02% hits | calls only at 12 µM | S. cerevisiae SKY197-pL101 polyadenylation reporter, beta-gal luminescence; efflux-impaired pdr1/pdr3 knockout yeast; score 100 = 6 SD above DMSO;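 active means lowest replicate activity score at least 50, where 100 means six control SD above control mean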;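 further: yeast exposed to compound for 9 h at 30 °C; higher score means more reporter readthrough which indicates perturbed polyadenylation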
Starred values were filed as active, the others as inactive; i = inactive; . = not tested or not shown.

Each structure is followed by: KCNK3 block | TRPC4 PAM | TRPC4 agonist | hERG rescue | Platelet DG rel | TRPC4 block | KCNK9 block | KCNQ1 act | KCNQ1 inh | Dyrk1A ADPGlo | PolyA inh
> O=C(NNc1cc(N2CCOCC2)nc(N2CCOCC2)n1)c1ccc(Cl)cc1Cl
→ i | i | i | -7 | 7 | i | i | i | i | -3 | i
> CN(C)S(=O)(=O)Nc1cc(F)cc(F)c1
→ i | i | i | -9 | -8 | i | i | i | i | 1 | i
> CN(C)S(=O)(=O)c1ccc(C(=O)N2CCCC2c2nc3ccccc3s2)cc1 (centres undefined)
→ i | i | i | -2 | 3 | i | i | i | i | 2 | i
> COc1ccc(C(=O)N(Cc2ccccc2)c2cccc(C)c2)cc1
→ i | i | i | -11 | -10 | i | i | i | i | -1 | i
> C/C(CC(=O)Nc1ccccn1)=N\NC(=O)C(=O)Nc1ccccc1C
→ i | i | i | 1 | -11 | i | i | i | i | 7 | i
> COc1cccc(C2C(C(=O)c3cc4ccccc4o3)=C(O)C(=O)N2c2cc(C)on2)c1 (centres undefined)
→ i | i | i | -5 | 12 | i | i | i | i | -5 | i
> CNc1ncc(C(=O)c2ccc(-c3ccccc3)cc2)s1
→ i | i | i | -4 | 2 | i | i | i | i | -9 | i
> CN(/N=C/c1cc(Cl)cc(Cl)c1O)C(=S)NC(C)(C)C
→ i | i | i | -21 | 8 | i | i | i | 13* | 1 | i
> Cc1ccc(N=C2C(=O)Nc3ccc(Br)cc32)cc1
→ i | i | i | -4 | -9 | i | i | i | i | 3 | i
> CCc1cc2cc3c(cc2nc1SCC(=O)Nc1c[nH]c(=O)[nH]c1=O)OCO3
→ i | i | i | -4 | -12 | i | i | i | i | -1 | i
> O=C(CSc1nc2c([nH]c3ccccc32)c(=O)n1-c1cccc(Cl)c1)N1CCOCC1
→ i | i | i | -1 | 2 | i | i | i | i | 1 | i
> O=c1oc2ccccc2c2c1nnn2CCO
→ i | i | i | -6 | -6 | i | i | i | i | . | i
> O=C(CN1C(=O)NC2(CCCC2)C1=O)OCc1ccc(F)cc1
→ i | i | i | -16 | 1 | i | i | i | i | -1 | i
> COc1cccc(CN(C)C(=O)COc2ccc(C(=O)c3ccc(Cl)cc3)cc2)c1OC
→ i | i | i | -3 | 3 | i | i | i | i | -3 | i
> CCCC(=O)NC(c1ccc(OC)cc1)c1ccc2cccnc2c1O (centres undefined)
→ i | i | i | -19 | -1 | i | i | i | i | -5 | i
> COc1cccc(NC(=O)Nc2cccn(Cc3ccc(C)cc3)c2=O)c1
→ i | i | i | -10 | -6 | i | i | i | i | -3 | i
> O=C(NC1CCCCC1)N(CCO)Cc1cc2cc3c(cc2[nH]c1=O)OCCO3
→ i | i | i | -3 | -2 | i | i | i | i | -3 | i
> O=C(/C=C/c1ccco1)NC(=S)Nc1cccc(C(=O)O)c1
→ i | i | i | -9 | -5 | i | i | i | i | 2 | i
> CC1CCCN(C2(O)C(=O)Nc3ccc([N+](=O)[O-])cc32)C1 (centres undefined)
→ i | i | i | 0 | 0 | i | i | i | i | 4 | i
> COc1ccc(-c2nnn(CC(=O)N(CC(=O)NC3CCCC3)Cc3ccco3)n2)cc1OC
→ i | i | i | -15 | 1 | i | i | i | i | -3 | i
> CCCC(=O)NC(C)C(c1cccs1)N1CCN(C)CC1 (centres undefined)
→ i | i | i | -6 | -10 | . | i | i | i | 3 | i
> COc1ccc(NS(=O)(=O)c2ccc(-c3coc(C)n3)cc2)c(OC)c1
→ i | i | i | -5 | -2 | i | i | i | i | -5 | i
> O=C(Nc1ccc(NC(=O)c2cccs2)cc1)c1ccc2ccccc2c1
→ i | i | i | -4 | -2 | i | i | i | i | -3 | i
> CCCC(C(=O)NCCC(C)C)N(Cc1ccccc1)C(=O)c1snc(C(N)=O)c1N (centres undefined)
→ i | i | i | -15 | 1 | i | i | i | i | -5 | i
> CC1CC(C)(C)NC(=S)N1CCCC(=O)NCCc1ccc(Cl)cc1 (centres undefined)
→ i | i | i | -13 | 3 | i | i | i | i | . | i
> O=C(Nc1nc(COc2ccccc2)cs1)c1ccccc1F
→ i | i | i | -3 | -13 | i | i | i | i | 2 | i
> COc1cccc(CNCc2ccco2)c1O
→ i | i | i | -3 | -1 | i | i | i | i | 10 | i
> Cc1onc(-c2c(Cl)cccc2Cl)c1NC(=O)NC1CCSC1 (centres undefined)
→ i | i | i | -4 | 2 | i | i | i | i | . | i
> COc1ccc(CCNC(=S)Nc2ccc(C(C)C)cc2)cc1
→ i | i | i | -9 | 0 | i | i | i | i | -1 | i
> Cn1c(=O)n(CC(=O)O)c(=O)c2c1nc1n2CCCN1Cc1ccccc1
→ i | i | i | -6 | 9 | i | i | i | i | 5 | i

Three of the entries above in order of the Platelet DG rel value, largest number first:
canonical_smiles | KCNK3 block | TRPC4 PAM | TRPC4 agonist | Platelet DG rel | TRPC4 block | KCNK9 block | KCNQ1 act | KCNQ1 inh | Dyrk1A ADPGlo | PolyA inh
O=C(CSc1nc2c([nH]c3ccccc32)c(=O)n1-c1cccc(Cl)c1)N1CCOCC1 | i | i | i | 2 | i | i | i | i | 1 | i
O=C(NC1CCCCC1)N(CCO)Cc1cc2cc3c(cc2[nH]c1=O)OCCO3 | i | i | i | -2 | i | i | i | i | -3 | i
CN(C)S(=O)(=O)Nc1cc(F)cc(F)c1 | i | i | i | -8 | i | i | i | i | 1 | i

Other structures:
Each structure is followed by: KCNK3 block | TRPC4 PAM | TRPC4 agonist | hERG rescue | Platelet DG rel | TRPC4 block | KCNK9 block | KCNQ1 act | KCNQ1 inh | Dyrk1A ADPGlo | PolyA inh
> CCc1cc2c3c(c1)C(C)CC(C)(C)N3C(=O)/C2=C1\SC(=O)NC1=O (centres undefined)
→ i | i | i | -7 | -6 | i | i | i | i | 3 | i
> CN(C)N=C1c2cc(S(=O)(=O)N3CCOCC3)ccc2-c2ccc(S(=O)(=O)N3CCOCC3)cc21
→ i | i | i | -3 | 8 | i | i | i | i | -4 | i
> COc1ccc(C(C)=O)cc1CSc1ccccn1
→ i | i | i | -8 | 5 | i | i | i | i | -1 | i
> CC(Cc1ccccn1)NC(=O)c1ccc(OC2CCN(Cc3ccccn3)CC2)cc1 (centres undefined)
→ i | i | i | -8 | 2 | i | i | i | i | -4 | i
> O=c1cc(CO)oc(C(Nc2cccc([N+](=O)[O-])c2)c2ccccn2)c1O (centres undefined)
→ i | i | i | -7 | 7 | i | i | i | i | 1 | i
> O=C(Nc1nc2ccccc2c(=O)[nH]1)c1ccccc1SCc1ccccc1
→ i | i | i | -11 | -7 | i | i | i | i | -1 | i
> CC(C)(C)NCc1cc2ccccc2[nH]c1=O
→ i | i | i | -4 | -26 | i | i | i | i | 6 | i
> CCOC(=O)c1cc(-c2cccs2)[nH]n1
→ i | i | i | 0 | 3 | i | i | i | i | 4 | i
> S=C(Nc1ccccc1Cl)NC1CCN(Cc2ccccc2)CC1
→ i | i | i | -11 | -6 | i | i | i | i | -3 | i
> CCN1CCN(Cc2ccc(NC(=O)Nc3ccc(OC)cc3)cc2)CC1
→ i | i | i | -4 | -3 | i | i | i | i | -9 | i
> Cc1ccc(SCCNC(=O)CN2C(=O)c3ccccc3S2(=O)=O)cc1
→ i | i | i | -7 | -1 | i | i | i | i | 3 | i
> O=[N+]([O-])c1cccc(/C=N/Nc2nc(N3CCOCC3)nc(N3CCOCC3)n2)c1
→ i | i | i | -9 | -13 | i | i | i | i | 8 | i
> CCS(=O)(=O)c1ccc2oc(SCC(=O)NCCc3ccc(OC)cc3)nc2c1
→ i | i | i | -4 | -16 | i | i | i | i | 1 | i
> COc1ccc(S(=O)(=O)N2CCN(C(c3ccccc3)c3ccccc3)CC2)cc1NC(C)=O
→ i | i | i | -11 | 1 | i | i | i | i | 3 | i
> CN(C)c1ccc(/C=C2/C=C(c3ccc4c(c3)CCCC4)OC2=O)cc1
→ i | i | i | -19 | -9 | i | i | i | i | 0 | i
> O=C(c1cccs1)C1C(c2ccc(Br)cc2)NC(=S)NC1(O)C(F)(F)F (centres undefined)
→ i | i | i | -14 | -7 | i | i | i | i | -2 | i
> O=[N+]([O-])c1c(NCc2ccccc2)cc(N2CCc3ccccc3C2)c2nonc12
→ i | i | i | -9 | -51 | i | i | i | i | -2 | i
> O=C(Cc1cccs1)N(CC1CCCO1)C1(C(=O)NC2CCCCC2)CCCCC1 (centres undefined)
→ i | i | i | -10 | 3 | i | i | i | i | -3 | i
> CC(C)COc1ccc(CSCCNC(=S)Nc2ccccc2)cc1
→ i | i | i | -16 | -11 | i | i | i | 9* | 6 | i
> CC(C)(C#CCN1CCCC1)OCCC#N
→ i | i | i | -7 | -7 | i | i | i | i | 0 | i
> CCOC(=O)c1sc2nc(C)c3c(c2c1N)CC(C)(C)OC3
→ i | i | i | -1 | 0 | i | i | i | i | 2 | i
> CC(C)CNC(=O)c1cccc(NC(=O)COc2cccc([N+](=O)[O-])c2)c1
→ i | i | i | -4 | 4 | i | i | i | i | -3 | i
> O=c1[nH]c(C2CCN(S(=O)(=O)/C=C/c3ccccc3)CC2)nc2c1nnn2Cc1ccc(F)cc1
→ i | i | i | -9 | 2 | i | i | i | i | 0 | i
> O=C(NC1CCSC1)c1cccc(Cl)c1 (centres undefined)
→ i | i | i | -4 | -6 | i | i | i | i | 6 | i
> CC(=O)NC1=NN(C(C)=O)C(C)(c2ccco2)S1 (centres undefined)
→ i | i | i | -8 | 4 | i | i | i | i | -4 | i
> CN(CC(=O)Nc1ccccc1Cl)C(=O)Cn1cc(C(F)(F)F)cc(Cl)c1=O
→ i | i | i | -9 | -7 | i | i | i | i | 0 | i
> Cc1cccc(OCCOC(=O)Nc2ccccc2)c1
→ i | i | i | -1 | 2 | i | i | i | i | 0 | i

Whole records from above. Screens in order: KCNK3 block, TRPC4 PAM, TRPC4 agonist, hERG rescue, Platelet DG rel, TRPC4 block, KCNK9 block, KCNQ1 act, KCNQ1 inh, Dyrk1A ADPGlo, PolyA inh
Profile of `CCCC(=O)NC(c1ccc(OC)cc1)c1ccc2cccnc2c1O` (centres undefined) → i, i, i, -19, -1, i, i, i, i, -5, i
Profile of `CCOC(=O)c1cc(-c2cccs2)[nH]n1` → i, i, i, 0, 3, i, i, i, i, 4, i
Profile of `CN(/N=C/c1cc(Cl)cc(Cl)c1O)C(=S)NC(C)(C)C` → i, i, i, -21, 8, i, i, i, 13*, 1, i

These rows are one share of the data; the hit share may differ from the screen's.
